Bioassay records: PubChem BioAssay, The Scripps Research Institute Molecular Screening Center
M1 PAM parental – counter-screen for M1 PAMs: effect in parental CHO-K1 cells | ATP EC20, Fluo-8 calcium fluorescence; 0% at ATP EC20, 100% at ATP max | activation, % at 3 µM | 360,000 compounds, 0.02% hits;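 active means activation above the run cutoff, the mean activation of all test compounds plus 3 SD, cut at about 40% in these data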;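 further: peak over basal fluorescence ratio in a 140 s read after ATP addition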
M1 ag – human M1 muscarinic receptor agonism. P11229. CHO-K1 hM1, Fluo-8 calcium fluorescence, agonist mode; 0% DMSO, 100% acetylcholine EC100. activation, % at 3 µM. 360,000 compounds, 0.33% hits;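 active means activation above the run's mean compound activation plus 3 SD, cut at about 16% in these data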;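 further: peak over basal fluorescence ratio within a 140 s kinetic read after compound addition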
TAAR1 antag – human TAAR1 antagonism. inhibition, % at 3 µM. Q96RJ0. CHO RD-HGA16 TAAR1, Fluo-8 calcium fluorescence, antagonist. AID 624466. 360,000 compounds, 1.5% hits;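 active means inhibition above a per-plate cutoff, the mean inhibition of test compounds on that plate plus 3 SD, cut at about 49% in these data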;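 further: 0% = DMSO plus EC80 beta-PEA response and 100% = DMSO alone without agonist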
Target sequence (Q96RJ0 whole entry, looked up): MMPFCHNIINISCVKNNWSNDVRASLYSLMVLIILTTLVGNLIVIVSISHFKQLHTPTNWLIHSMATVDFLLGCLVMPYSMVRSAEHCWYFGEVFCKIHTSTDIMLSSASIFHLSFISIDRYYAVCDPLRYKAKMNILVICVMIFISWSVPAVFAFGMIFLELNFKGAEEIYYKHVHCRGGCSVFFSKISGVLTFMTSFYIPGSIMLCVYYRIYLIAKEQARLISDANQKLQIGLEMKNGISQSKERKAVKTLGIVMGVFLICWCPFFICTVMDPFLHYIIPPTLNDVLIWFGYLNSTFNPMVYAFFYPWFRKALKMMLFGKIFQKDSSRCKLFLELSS
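Test system: hTAAR1-expressing CHO RD-HGA16 cells, Gα16-coupled; Probe or stimulus: EC80 β-phenethylamine stimulus; Compound dosing: single nominal final test compound concentration of 3 µM; Timing: 140 s kinetic read after compound, 140 s after agonist; Signal: Fluo-8 calcium-sensitive fluorescence; Measure: % inhibition of agonist calcium response; Controls: DMSO and EC80 PEA controls.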
TAAR1 agonist – human TAAR1 agonism | Q96RJ0 | CHO RD-HGA16 TAAR1, Fluo-8 calcium fluorescence; vehicle wells 0%, saturating PEA agonist 100% | activation, % at 3 µM | 360,000 compounds, 0.99% hits;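 active means activation above the mean activation of all test compounds in the run plus 3 SD, cut at about 38% in these data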
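Repeats: no replicates (n 1) | Material: CHO-derived RD-HGA16 cells with stable Gα16 and human TAAR1 | Technique: Kinetic Fluo-8 calcium fluorescence | Schedule: 17-24 h seeding, 75 min 37 °C dye, 30 min RT | Evaluation: % activation from peak over basal fluorescence ratio, DMSO-to-PEA scaled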
CHO parental Ca – signal in parental CHO cells, OX1R antagonist counter-screen; 330,000 compounds, 0.63% hits; inhibition, % at 5.6 µM; AID 463079; parental CHO-K1, ATP-induced calcium, Fluo-8 fluorescence;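 active means inhibition above that plate's mean sample inhibition plus 3 SD, cut at about 26% in these data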;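 further: 0% = ATP-challenged DMSO wells and 100% = DMSO wells without ATP; some compounds past the cut are filed as inactive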
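material = parental CHO cells | also added = ATP as calcium-mobilizing challenge | dosing = single point at 5.6 µM | detection = intracellular calcium via Fluo-8 no-wash fluorescent dye | read-out = % inhibition | benchmarks = low control ATP plus DMSO, high control DMSO only | repeats = one well per compound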
CHO-K1 Ca ag – nonselective activator or artifact in parental CHO-K1 cells; Fluo-8 calcium fluorescence; scaled to maximal ATP response, vehicle zero; activation, % at 3 µM; 360,000 compounds, 0.48% hits; in the data active means activation above about 15%;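 further: untransfected CHO-K1 host cells lacking M1 receptor as counterscreen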
OXTR potentiate – potentiates the human oxytocin receptor response; P30559; CHO-OTR cells, Fluo-8 calcium fluorescence, potentiator mode; 0% = oxytocin EC15, 100% = EC100; activation, % at 3 µM; 320,000 compounds, 0.061% hits; AID 2445;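 active means activation above that plate's cutoff, the mean activation of tested compounds plus 3 SD, cut at about 6.6% in these data, passing the limit was not always enough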;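 further: 100% uses oxytocin at 75 nM as the full agonist control; some results filed as inactive read as strong as hits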
Target sequence (P30559 whole entry, looked up): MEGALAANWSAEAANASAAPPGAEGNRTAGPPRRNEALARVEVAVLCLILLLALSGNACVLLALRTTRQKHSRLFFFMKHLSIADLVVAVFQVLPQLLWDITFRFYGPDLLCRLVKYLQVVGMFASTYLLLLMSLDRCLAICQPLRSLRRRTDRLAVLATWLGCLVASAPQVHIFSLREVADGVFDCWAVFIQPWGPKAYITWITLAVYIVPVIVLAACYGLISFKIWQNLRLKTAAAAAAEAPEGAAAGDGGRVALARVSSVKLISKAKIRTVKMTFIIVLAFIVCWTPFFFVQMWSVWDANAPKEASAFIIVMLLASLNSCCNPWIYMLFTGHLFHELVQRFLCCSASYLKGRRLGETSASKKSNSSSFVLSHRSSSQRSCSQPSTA
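Measured by – Fluo-8 calcium dye fluorescence · Test system – human OTR in CHO cells · Dosing – one concentration, 3.0 µM compound · Controls – EC15 oxytocin alone as 0%, 75 nM oxytocin as 100% · Evaluation – normalized max/min fluorescence ratio, % activation · Timing – 6 min pre-incubation, 100 s read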
CHO-K1 Ca antag – counter-screen for M1 antagonists: effect in parental CHO-K1 cells | ATP-induced calcium, Fluo-8 fluorescence | inhibition, % at 3 µM | 360,000 compounds, 0.6% hits;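 active means inhibition above a per-plate cutoff, the plate's mean sample inhibition plus 3 SD, cut at about 24% in these data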;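 further: 0% = DMSO plus EC80 ATP and 100% = DMSO alone without ATP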
M1 antag – human CHRM1 antagonism; 360,000 compounds, 1.3% hits; CHO-K1 hM1, Fluo-8 calcium fluorescence, ACh EC80 antagonist; P11229; inhibition, % at 3 µM;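 active means percent inhibition above its own plate's cutoff, namely the mean of that plate's compound wells plus 3 SD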;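 further: peak over basal fluorescence ratio during 140 s after agonist addition; 0% = ACh EC80 plus DMSO and 100% = DMSO alone without agonist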
Starred values were filed as active, the others as inactive; . = no result given.

SMILES	OXTR potentiate	M1 PAM parental	M1 ag	CHO-K1 Ca antag	CHO parental Ca	TAAR1 agonist	CHO-K1 Ca ag	M1 antag	TAAR1 antag
CCOC(=O)c1ccc(NC2OC(=O)c3ccccc32)cc1 (stereo not given)	-8	-2	-5	2	-2	6	-0.3	0	4
O=C(NCC(c1cccs1)N1CCOCC1)c1cnc(Cl)c(Cl)c1 (stereo not given)	1	-1	-4	5	-11	8	0.8	0	4
CCOC(=O)C1CCN(S(=O)(=O)c2ccc3c(c2)CCN3C(C)=O)CC1	-6	-11	1	-7	-7	12	9.3	11	-15
O=C(CCOc1ccccc1)Nc1ccc([N+](=O)[O-])cc1	-6	-7	-5	-1	-10	0	0.4	11	21
CCC(=O)N1CCN(c2ccc(NC(=O)c3cccs3)cc2)CC1	-1	16	-3	0	-3	-1	1.2	1	12
C[C@@H](C(=O)NC1CCCC1)N1C(=O)N2CCc3c([nH]c4ccccc34)[C@@]2(C)C1=O	-7	0	4	5	-2	7	1.0	-12	7
O=C(Nc1ccccc1NC(=O)c1c(F)c(F)c(F)c(F)c1F)c1c(F)c(F)c(F)c(F)c1F	-19	8	7	-1	14	12	9.7	7	-21
C=CCN(CC=C)C(=O)c1ccc(OC2CCN(C(C)=O)CC2)c(OC)c1	5	9	-4	-6	-6	5	0.4	-4	-12
COc1cc(OC)c(NC(=O)c2sc3ncn(CC(=O)N4CCOCC4)c(=O)c3c2C)cc1Cl	-1	15	-1	-21	-8	1	0.9	-5	-14
O=C(CSc1n[nH]c(=O)n1CCc1ccccc1)NC1CCCC1	.	13	-1	-5	.	0	0.4	-10	-2
COc1ccc(OCCCC(=O)OCC(=O)Nc2sccc2C(N)=O)cc1	-22	-23	2	12	-4	8	14	22	31
COc1ccc2ccccc2c1/C=N/NC(=O)c1cccc(C)c1	-5	9	-6	-13	-6	-2	0.2	-15	-12
OC(c1ccc(Cl)cc1)c1nccc2ccccc12 (stereo not given)	-6	12	-5	-1	-11	-2	0.7	-3	-11
C[C@@H]1CN(C(=O)c2nc3ccc(Cl)cn3c2CNCC[C@@H]2C[C@@H]3C=C[C@H]2C3)C[C@H](C)O1	-4	15	-9	9	-16	-2	14	-4	16
CCCC(=O)Nc1c(-c2cccc(OC)c2)c(=O)c2ccccc2n1C	0	-22	0	12	-9	4	0.1	8	1
Cc1cccc(NC(=O)c2cc[n+]([O-])cc2)c1C	-7	-2	-2	-13	-6	1	0.7	-4	-7
COc1ccc(-c2c[n+]3c4n2CCCCC4=C(c2ccc(Br)cc2)C3)cc1	-3	15	-15	-18	-13	1	-0.4	35*	-23
Cc1ccc(Cn2ncc3c(NCCCN(C)C)ncnc32)cc1	-5	10	-10	4	-11	-1	6.0	-2	-4
CC(=O)NCCn1ccc2ccccc21	2	11	0	-2	-4	1	-0.2	-41	-9
c1ccc(-c2ccccc2OCCCN2CCOCC2)cc1	-5	-12	-12	13	-11	6	0.1	-1	-8
Cc1nn(-c2ccccc2)c(C)c1NC(=O)COC(=O)c1ccc(O)cc1O	.	5	5	5	.	21	8.7	23	76*
CC1CCC2(CC1)NC(=O)N(CC(=O)Nc1cccc(C#N)c1)C2=O (stereo not given)	0	-13	-1	-9	-12	2	0.3	-9	-25
CSCCC(=O)N1CCCC(N2CCN(c3cccc(C(F)(F)F)c3)CC2)C1 (stereo not given)	9	-23	-10	6	-11	-1	0.2	-10	-9
CCOC(=O)N1CCN(C(=O)c2cccc(OC)c2OC)CC1	3	16	-4	-16	-1	12	0.9	-33	-7
CN1OC[C@@H]2CN(Cc3ccc(Cl)cc3)[C@H](c3ccc(N4CCCCC4)cc3)C[C@@H]21	.	14	-9	6	.	-1	0.3	6	-49
CCOc1ccc(N/C=C/C(=O)c2ccccc2)c([N+](=O)[O-])c1	-6	-12	-2	14	-10	7	0.7	1	16
O=C(CSC1=NCCS1)Nc1ccccc1F	-23	13	0	-2	-8	-2	6.2	2	3
CC(C)CCN1C(=O)c2ccc(C(=O)Nc3ccc(Br)cc3C(=O)O)cc2C1=O	-12	17	-1	-7	-5	0	0.2	-5	-1
CC(C)C(=O)NC(c1ccccc1)c1cc([N+](=O)[O-])c2cccnc2c1O (stereo not given)	-3	31	-8	-13	-13	0	0.2	-11	-19
CCN(CC)c1nc2c(c(=O)n(C)c(=O)n2C)n1CC(=O)c1ccccc1	-1	11	-6	-9	-10	0	0.2	-9	12
CC(=O)Nc1ccc(C2=NNC(=NCC3CCCO3)SC2)cc1 (stereo not given)	1	10	-3	4	-11	1	-0.1	-6	-6
O=C(Nc1ccccc1)c1sc(Cl)nc1-c1ccccc1	2	16	-3	-3	-25	1	-0.3	5	-1
Cc1ccccc1OCCn1cc(C(=O)C(=O)N2CCOCC2)c2ccccc21	-12	13	-5	-9	-19	3	23*	13	7
Cc1cc(NS(=O)(=O)c2cc(Cl)sc2Cl)no1	2	3	-3	-13	-5	0	0.2	-12	8
O=C(CC1C(=O)NCCN1C(=O)c1ccccc1)Nc1cc(Cl)ccc1Cl (stereo not given)	-5	11	-5	-2	-18	6	2.0	-1	-12
O=C(O)c1cc(N2CCOCC2)nc2ccccc12	-16	-3	-3	17	3	0	0.0	-4	14
O=C(COC(=O)c1c(Cl)cccc1Cl)Nc1ccccc1Br	-8	-8	-9	12	-15	0	0.2	20	18
COc1ccc(CN2CCC3CC2c2cc(Cl)ccc23)cc1 (stereo not given)	.	25	-6	-14	.	8	1.1	-22	-11
CCC(C(=O)NC(C)(C)C)N(Cc1ccccc1Cl)C(=O)c1snc(C(N)=O)c1N (stereo not given)	2	-15	-2	9	-17	1	0.3	4	-9
O=C(c1cc(COc2ccc3ncccc3c2)on1)N1CCCC1	-12	-14	6	4	20	5	11	8	-24
Cc1ccc2[nH]c(C)c(/C=N/Nc3nc4ccccc4s3)c2c1	-15	27	-4	-12	15	9	1.1	-12	18
Cc1cccc(NC(=O)Cn2cnc3c(oc4nc5c(cc43)COC(C)(C)C5)c2=O)c1	-3	20	-6	-6	-3	2	0.5	-7	3
CC1CCN(CCOc2ccc(OCc3ccccc3)cc2)CC1	-6	20	-11	-9	2	16	2.2	61*	1
Cc1nn2c(nc1=O)NNC2(C)C(C)(C)C (stereo not given)	-1	18	-3	-2	2	4	10	-9	-25
CCOc1ccc(NC(=O)CCn2c(=O)[nH]c3ccsc3c2=O)cc1	-4	6	0	-10	-6	13	1.0	-2	23
COc1cc(S(=O)(=O)N(C)C2CCCCC2)c(C)cc1C	.	26	-5	-15	.	3	1.0	13	-2
COc1ccc(C(C)(C)C)cc1NC(=O)CN(C)C1=NS(=O)(=O)c2ccccc21	.	9	0	-2	.	6	1.6	-18	-1
CN1CCN(C(=O)/C(=C\c2cccs2)NC(=O)c2cccs2)CC1	-7	13	-9	-3	10	0	0.2	11	-25
COC(=O)N/N=C/c1cn(CCOc2ccccc2OC)c2ccccc12	-15	8	-3	-5	-12	18	13	0	16
Cc1ccccc1Nc1ncc(C#N)c(N)n1	-12	10	0	0	-31	1	1.1	-19	-18
C/C(=C\C(=O)C(F)(F)F)Nc1ccc(C)cc1	-1	15	-6	-2	-10	0	-0.2	-2	-35
COc1ccc(NC(=O)C2CCCC2)cn1	-6	15	-3	-17	-6	2	1.3	-10	1
OCCN1CCN(C2Cc3cc(Cl)ccc3Sc3ccc(Cl)cc32)CC1 (stereo not given) (tested in a mixture with another compound)	-13	23	-3	-1	18	.	4.3	12	.
COc1ccccc1NC(=O)CSc1nccc(-c2ccco2)n1	-10	13	-3	-10	-24	0	1.2	17	-8
Brc1ccc(-n2c(SCc3nc4ccccc4[nH]3)nnc2-c2ccncc2)cc1	-7	-1	-10	6	-31	0	0.3	-16	-2
Cc1onc(-c2ccccc2)c1C(=O)N/N=C/c1ccc([N+](=O)[O-])c(O)c1	1	17	-2	-18	-17	3	1.3	-18	-18
CC(=O)c1nn(-c2ccccc2)cc1C(=O)c1cccc(Br)c1	1	10	-6	-1	-3	-1	0.0	-4	12
COc1ccc(C(=S)Nc2ccc(N(C)C)cc2)cc1	-7	9	-3	-3	2	20	0.6	-9	4
COc1cc(NC(=O)Cc2ccccc2)ccc1NC(=O)c1ccco1	-12	15	-1	-2	-6	12	0.5	-18	-8
CCOCC(=O)Nc1cc(-c2cn3cccnc3n2)ccc1C	2	16	-1	-16	-4	.	0.3	-11	.

2 of the compounds above, field by field.
molecule: Cc1ccccc1Nc1ncc(C#N)c(N)n1
  OXTR potentiate: -12
  M1 PAM parental: 10
  M1 ag: 0
  CHO-K1 Ca antag: 0
  CHO parental Ca: -31
  TAAR1 agonist: 1
  CHO-K1 Ca ag: 1.1
  M1 antag: -19
  TAAR1 antag: -18

molecule: C/C(=C\C(=O)C(F)(F)F)Nc1ccc(C)cc1
  OXTR potentiate: -1
  M1 PAM parental: 15
  M1 ag: -6
  CHO-K1 Ca antag: -2
  CHO parental Ca: -10
  TAAR1 agonist: 0
  CHO-K1 Ca ag: -0.2
  M1 antag: -2
  TAAR1 antag: -35

Later entries:
SMILES	OXTR potentiate	M1 PAM parental	M1 ag	CHO-K1 Ca antag	CHO parental Ca	TAAR1 agonist	CHO-K1 Ca ag	M1 antag	TAAR1 antag
COC(=O)CCc1c(C)c(C(=O)c2cc(F)c(F)c(F)c2F)c2ccccn12	-12	4	-3	-10	-29	1	0.1	0	-9
Cc1ccc(NC(=Nc2ccc(Br)cc2)N2CCOCC2)cc1C	-4	8	-5	-12	-36	15	6.1	-3	-15
Cc1ccc(-c2nnn(CC(=O)N(CC(=O)NC3CCCC3)c3cnc4ccccc4c3)n2)o1	-10	11	-6	-3	-20	8	0.3	-4	5
CC(=O)c1c[nH]c(C(=O)Nc2ccc(N3CCCCCC3)cc2)c1	-7	-8	3	-6	-17	-1	0.9	-12	-6
COc1ccccc1NC(=O)c1ccc2c(c1)nnn2C	2	16	-1	-4	-8	6	-0.3	2	9
Cc1cc(Cl)c2oc(C(=O)N3CCN(C4CCS(=O)(=O)C4)CC3)c(C)c2c1 (stereo not given)	0	-1	-2	-18	-7	-1	-0.2	-3	-18
Cc1cccc(CN2CCN(C3CN(Cc4cn(Cc5ccccc5F)nn4)S(=O)(=O)C3)CC2)c1 (stereo not given)	.	-6	-11	14	.	0	0.3	-4	-1

No enrichment for hits. Share with any hit: about 4.2%.
